Screening results deposited in PubChem BioAssay by National Center for Advancing Translational Sciences (NCATS).
Pin1 inh = qHTS Assay to Find Inhibitors of Pin1; Peptidyl-prolyl cis-trans isomerase NIMA-interacting 1 (Homo sapiens), Q13526; Pin1 FP peptide displacement, HiFluor488, 10 min; Potency, µM (titrated, usually from 115 µM), without a hit: at the highest dose activity, negative = inhibition, usual class: inhibitors; actives 0.009% (n = 390,000); active = well fitted inhibition curve with a large enough effect in the polarisation, with a control signal flat, not every such curve was filed as active; inconclusive = small, poorly fitted or top-dose-only effect, or effect the other way, or a change in a side signal; inactive = no such curve, though single readings can be large or run the other way; the % refers to the polarisation; note: % is set by controls: 0 for no effect and ±100 for the full control effect
POLI inh = qHTS for Inhibitors of Polymerase Iota; DNA polymerase iota (Homo sapiens), Q9UNA4; Pol iota fluorescent replication assay, 10 min; Potency, µM (top dose mostly 115 µM), for inactives: at the highest dose activity, negative = inhibition, usual class: inhibitors; actives 1% (n = 390,000)
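Fluorescent replication assay read twice, at 0 min and 10 min after adding 50 nM (final) substrate. Enzyme (10 nM) and compounds were first incubated 15 min at room temperature; enzyme-free buffer wells were negative controls.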
Tb PGK inh = qHTS Assay to Find Inhibitors of Phosphoglycerate Kinase. PGK/GAPDH coupled, Kinase-Glo luminescence, 60 min. Potency, µM (highest dose often 57.5 µM), inactives show at the highest dose activity change, negative = inhibition, hits mostly inhibitors. actives 0.043% (n = 380,000). AID 602233, 2012; note: % is set by controls: 0 for no effect and ±100 for the full control effect; nearly all actives have a fitted effect of over 60% in size
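Recombinant glycosomal PGK reaction used 1,3-bisphosphoglycerate generated in-well by GAPDH (100nM final) in 100mM TEA pH 7.6, 5mM MgCl2, 0.01% Tween-20. After 60 minutes at room temperature, ATP was read by Kinase-Glo Plus luminescence end-point.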
GLS inhibitor = qHTS for Inhibitors of Glutaminase (GLS); Glutaminase kidney isoform, mitochondrial (Homo sapiens), O94925; GLS enzymatic activity, qHTS titration; Potency, µM (top dose mostly 45.5 µM), without a hit: at the top dose activity change, negative = inhibition, usual class: inhibitors; actives 0.21% (n = 410,000); AID 624170, 2012; note: % is set by controls: 0 for no effect and ±100 for the full control effect
Target sequence (O94925 whole entry, looked up, canonical isoform): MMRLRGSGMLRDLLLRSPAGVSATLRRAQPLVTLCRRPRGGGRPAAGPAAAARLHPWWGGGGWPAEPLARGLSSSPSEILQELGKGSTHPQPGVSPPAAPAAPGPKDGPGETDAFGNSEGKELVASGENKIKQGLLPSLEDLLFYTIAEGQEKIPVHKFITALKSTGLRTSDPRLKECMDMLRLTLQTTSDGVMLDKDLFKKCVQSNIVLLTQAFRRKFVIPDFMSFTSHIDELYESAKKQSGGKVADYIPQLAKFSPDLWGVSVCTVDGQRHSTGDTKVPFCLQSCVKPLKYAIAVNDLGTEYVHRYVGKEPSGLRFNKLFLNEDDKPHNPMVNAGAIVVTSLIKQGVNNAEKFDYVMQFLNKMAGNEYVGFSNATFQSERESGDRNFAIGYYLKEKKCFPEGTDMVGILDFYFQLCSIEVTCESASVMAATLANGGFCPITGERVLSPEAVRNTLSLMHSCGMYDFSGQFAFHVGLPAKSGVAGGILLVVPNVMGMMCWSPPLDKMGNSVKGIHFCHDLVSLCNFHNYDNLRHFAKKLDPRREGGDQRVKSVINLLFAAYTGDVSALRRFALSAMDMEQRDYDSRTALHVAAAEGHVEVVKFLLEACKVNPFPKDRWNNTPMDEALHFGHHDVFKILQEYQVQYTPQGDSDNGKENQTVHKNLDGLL
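hKGA in 45 mM KH2PO4 pH 8.2, 0.02% Tween-20 with pin-transferred compounds; 1 mM L-glutamine (stock) plus glutamate oxidase/HRP/Amplex Red coupling added. Fluorescence read initially and after 30 min at RT.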
G9a block = qHTS Assay for Inhibitors of Histone Lysine Methyltransferase G9a; Potency, µM (titrated, usually from 102 µM), for inactives: top-dose activity, negative = inhibition, usual class: inhibitors; actives 8.8% (n = 350,000); G9a H3K9 monomethylation, AlphaScreen, 2 h; Histone-lysine N-methyltransferase EHMT2 (Homo sapiens), Q96KQ7; note: % is set by controls: 0 for no effect and ±100 for the full control effect; nearly all actives have a fitted effect of over 75% in size
Target sequence (Q96KQ7 913-1193 limits assumed): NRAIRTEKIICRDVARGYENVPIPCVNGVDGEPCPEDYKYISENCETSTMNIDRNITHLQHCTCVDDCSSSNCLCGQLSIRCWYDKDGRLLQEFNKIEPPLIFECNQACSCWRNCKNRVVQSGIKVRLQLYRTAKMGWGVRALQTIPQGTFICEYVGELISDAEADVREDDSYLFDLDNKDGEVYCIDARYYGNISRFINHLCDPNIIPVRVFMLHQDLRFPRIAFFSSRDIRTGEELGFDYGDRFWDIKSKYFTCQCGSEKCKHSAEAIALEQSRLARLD
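Methyltransferase reactions run at room temperature for 2 h (20 nM enzyme, 500 nM biotin-H3K9 peptide, 20 uM SAM) after a 15 min compound preincubation; product detected by AlphaScreen beads and anti-H3K9me1 antibody.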
BAZ2B block = qHTS Assay for Inhibitors of BAZ2B; actives 4.4% (n = 360,000); Potency, µM (highest dose often 114 µM), for the others: at the top dose activity change, negative = inhibition, usual class: inhibitors; Bromodomain adjacent to zinc finger domain protein 2B (Homo sapiens), Q9UIF8; AlphaScreen BAZ2B-H3K14Ac peptide displacement; AID 504333, 2011; note: % is set by controls: 0 for no effect and ±100 for the full control effect; nearly all actives have a fitted effect of over 60% in size
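AlphaScreen luminescence quantifies BAZ2B engagement of H3K14Ac peptide; the protein and biotinylated peptide are both at 50 nM final, buffer PBS pH 7.4 with 0.01% Tween-20, all steps at room temperature.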
BLM inh = qHTS Assay for Inhibitors of Bloom's syndrome helicase (BLM) | AID 2528, 2010 | recombinant BLM DNA unwinding, fluorescence dequenching | Potency, µM (series often up to 56.1 µM), for the others: top-dose activity change, negative = inhibition, hits mostly inhibitors | RecQ-like DNA helicase BLM (Homo sapiens), P54132 | actives 0.2% (n = 350,000);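 note: plate controls were vehicle for no effect and no enzyme for full effect; nearly all actives have a fitted effect of over 35% in size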
JMJD2A Tudor inh = qHTS Assay for Inhibitors of JMJD2A-Tudor Domain; Lysine-specific demethylase 4A (Homo sapiens), O75164; AlphaScreen JMJD2A-Tudor / H3K4me3 peptide binding; Potency, µM (doses to about 114 µM), for the others: at the top dose activity change, negative = inhibition, hits mostly inhibitors; actives 4.4% (n = 390,000); AID 504339, 2011; note: % is set by controls: 0 for no effect and ±100 for the full control effect; nearly all actives have a fitted effect of over 50% in size
HP1b chromo inh = HTS for Inhibitors of HP1-beta Chromodomain Interactions with Methylated Histone Tails | Chromobox protein homolog 1 (Homo sapiens), P83916 | AlphaScreen HP1-beta / biotin-H3K9me3 peptide binding | Potency, µM (highest dose often 114 µM), inactives show at the top dose activity change, negative = inhibition, actives largely listed as inhibitors | actives 0.56% (n = 390,000); note: nearly all actives have a fitted effect of over 70% in size; inactives centre near 23
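AlphaScreen: HP1-beta (50 nM) preformed 30 min with biotin-H3(1-18)K9me3 peptide (50 nM) in PBS pH 7.4, 0.01% Tween-20. Compound added for 30 min at RT, then streptavidin donor/nickel chelate acceptor beads (10 ug/mL) for 30 min.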
The depositor's hits bear a star; i = inactive; ? = inconclusive; . = no result given; [ ] = remark or other dose. Unless noted, calls come from the whole dose curve; as a rule, active = well fitted curve in the direction sought with a large enough effect; inconclusive = small, poorly fitted or top-dose-only effect, or another doubt; inactive = no such curve, though single readings can be large; an effect the other way counts as inactive or inconclusive. Potency is the fitted concentration of half-maximal effect. Only part of the results is shown; rates above refer to the full screens.

SMILES	Pin1 inh	POLI inh	Tb PGK inh	GLS inhibitor	G9a block	BAZ2B block	BLM inh	JMJD2A Tudor inh	HP1b chromo inh
CN(C)S(=O)(=O)c1cccc(NC(=O)C2Cc3ccccc3CN2C(=O)c2ccccc2)c1 (centres undefined)	3%	86%[activator]	0%	0%	-7%	-12%	-4%	-23%	37%[activator]
Cc1ccc(NC(=O)NCCN2C(=O)C3C4C=CC(C4)C3C2=O)cc1 (centres undefined)	1%	0%	2%	1%	-15%	36%[activator]	4%	-1%	27%
COc1cc(OC)cc(-c2oc(=O)c3cc(OC)c(OC)cc3c2C(F)(F)F)c1	-3%	-4%	-1%	-4%	.	.	.	-22%	23%
COc1cc(C=O)ccc1OC(=O)N1CCOCC1	0%	-24%	-5%	-1%	-7%[2.33 µM]	10%	-2%	5%	27%
COc1ccccc1-c1nnc(SCC(=O)NC2CCS(=O)(=O)C2)n1CCc1ccccc1 (centres undefined)	-7%	8%	.	-7%	13%[59 µM]	0%	1%	2%	63%[activator]
Cc1nn(C)c(C)c1S(=O)(=O)N(CC(=O)NC1CCCCCC1)c1ccc(C(C)C)cc1	0%	-11%	-1%	1%	18%	5%	3%	-8%	31%
Cc1nc2c(c(=O)c3ccccc3n2C)c(=O)n1-c1ccc(F)cc1	1%	84%[activator]	-4%	-9%	.	-6%	0%	-16%	42%[activator]
COc1cccc(C2=NOC(C(=O)Nc3cc(C)on3)C2)c1OC (centres undefined)	-8%	51%[activator]	-7%	-1%	.	-1%	3%	-17%	50%[activator]
CCOC(=O)C1=C(C)NC(=O)NC1c1c(OC)ccc2ccccc12 (centres undefined)	3%	30%	-5%	-3%	23%[59 µM]	4%	-3%	-7%	9%
CC1CC(C)CN(S(=O)(=O)c2ccc(C(C)(C)C)cc2)C1 (centres undefined)	-1%	1%	-1%	9%	?	8%	-1%	6%	39%[activator]
O=Cc1ccccc1-n1cncn1	3%	151%[activator]	-7%	-15%	15%[12.7 µM]	-11%	-8%	0%	39%[activator]
COCCNC(=O)CCn1c(=O)c2cc(OC)c(OC)cc2n(CC(=O)Nc2ccccc2C)c1=O	-1%	12%	0%	15%	0%[59 µM]	4%	-3%	-17%	16%
O=c1cc(CN2CCN(CCO)CC2)c2cc3c(cc2o1)CCC3	-11%	65%[activator]	-3%	13%	4%[59 µM]	8%	-8%	-5%	13%
C=CC[C@H](CC(=O)N(CCO)Cc1ccccc1)C(=O)N[C@H](COC(=O)[C@H](CC=C)CC(=O)OC(C)(C)C)Cc1c[nH]c2ccccc12	?	-9%	10%	-6%	.	.	.	?	10%
CCC(c1nnnn1C1CCCC1)N1CCN(c2ccccc2)CC1 (centres undefined)	-2%	-8%	-4%	15%	33%[12.7 µM]	10%	2%	-25%	19%
Cc1cccc(N2C(=O)N3[C@H](c4ccc(F)cc4)[C@@H]4C(=O)N(C5CCCCC5)C(=O)[C@@H]4[C@]3(Cc3ccc(Cl)cc3)C2=O)c1	8%	33%[activator]	-8%	-14%	-147%	-5%	-6%	-10%	127%[activator]
O=C(O)c1ccc(N2CCN(c3ccc(Cl)cc3)CC2)c([N+](=O)[O-])c1	-8%	-14%	-6%	6%	?	-38%	-14%	?	-27%
CCOC(=O)c1ccc(CN(Cc2ccc(F)cc2)S(=O)(=O)c2ccc(F)c(C(=O)Nc3ccc(Cl)cc3F)c2)cc1	5%	-6%	-3%	9%	-5%[59 µM]	7%	-4%	3%	39%
COC(=O)C(=O)/C=C(\O)c1c(C)cc(C)cc1C	-8%	34%	i	21%	18µM*	79µM*	-3%	?	8%
CCN1CCN(C(=O)Nc2ccccc2OC)CC1	-17%	-5%	.	12%	2.2µM*	28µM*	4%	2.2µM*	?
COC1CC(C)NC(=S)N1 (centres undefined)	2%	-2%[58.9 µM]	0%	-12%	.	-1%	1%	4%	28%
CCOC(=O)C1=C(C)n2c(s/c(=C3\C(=O)Nc4ccccc43)c2=O)=NC1c1ccc(OC)cc1 (centres undefined)	-1%	8%	i	7%	?	?	3%	?	?
COc1ccc(OCCSc2nnnn2C2CCCCC2)cc1	2%	10%	1%	-4%	-3%[12.7 µM]	34%	-6%	45%[activator]	106%
C=CCOC(=O)C1=C[C@@H](c2ccc(C(F)(F)F)cc2)C[C@@H](OCCCCO)O1	?	25%	6%	-3%	.	.	.	-16%	41%[activator]

An excerpt from above in order of heavy-atom count, high to low:
SMILES	Pin1 inh	POLI inh	Tb PGK inh	GLS inhibitor	G9a block	BAZ2B block	BLM inh	JMJD2A Tudor inh	HP1b chromo inh
C=CC[C@H](CC(=O)N(CCO)Cc1ccccc1)C(=O)N[C@H](COC(=O)[C@H](CC=C)CC(=O)OC(C)(C)C)Cc1c[nH]c2ccccc12	?	-9%	10%	-6%	.	.	.	?	10%
COc1ccc(OCCSc2nnnn2C2CCCCC2)cc1	2%	10%	1%	-4%	-3%[12.7 µM]	34%	-6%	45%[activator]	106%
COC1CC(C)NC(=S)N1 (centres undefined)	2%	-2%[58.9 µM]	0%	-12%	.	-1%	1%	4%	28%

(cont.)
SMILES	Pin1 inh	POLI inh	Tb PGK inh	GLS inhibitor	G9a block	BAZ2B block	BLM inh	JMJD2A Tudor inh	HP1b chromo inh
Cc1ccc(S(=O)(=O)N2CCOCC2)cc1NC(=O)COC(=O)/C=C/c1ccco1	-1%	?	-23%	3%	.	.	.	-28%	6%
COc1ccc(NC(=O)Cn2c(=O)sc3ccccc32)cc1	1%	-4%	-1%	6%	5%[12.7 µM]	-1%	-1%	-5%	30%
COc1ccc(OC)c(C(=O)c2coc3ccc(O)c(CN(C)C)c23)c1	-4%	18%	-3%	30%	.	-1%	-7%	-3%	39%
CC1CCN(S(=O)(=O)c2ccc3[nH]cc(C(=O)NCCN4CCOCC4)c(=O)c3c2)CC1	4%	-5%	2%	6%	-24%[2.33 µM]	-12%	3%	-18%	10%
CCN(CCO)c1ncnc2onc(-c3ccc(F)cc3)c12	1%	26%	0%	-1%	19%	4%	0%	-3%	31%
C=CCNC(=O)c1ccc2c3n(nc2c1)-c1ccc(Cl)cc1CO3	4%	-6%	-4%	-1%	.	.	.	-26%	20%
COc1ccc(C2C(C(=O)N3CCC(C)CC3)c3ccccc3C(=O)N2C)cc1 (centres undefined)	2%	8%	-4%	-1%	21%[59 µM]	-5%	2%	-14%	14%
Cc1sc(-c2ccccn2)nc1OC(=O)c1ccc(F)cc1F	1%	90%[activator]	-10%	1%	10µM*	79µM*	0%	-7%	30%
COC(=O)c1cc(NC(=O)c2ccc3c(c2)N(Cc2cccc(Cl)c2)C(=O)c2ccccc2S3=O)cc(C(=O)OC)c1 (centres undefined)	10%	1%	2%	2%	6%[59 µM]	0%	-8%	4%	14%
CC1CCCCC1NC(=O)CNC(=O)c1cccs1 (centres undefined)	1%	14%	-6%	-7%	14µM*	-1%	.	12%	20%
Nc1c(-c2ccccc2)c(CN2CCOCC2)nn1-c1ccccc1	-6%	-27%	.	7%	6%[59 µM]	-10%	1%	-16%	29%
COc1ccc(-n2ncc3c2CC(C)(C)CC3NC(=O)c2c(C)cc(=O)oc2C)cc1 (centres undefined)	-2%	11%	0%	27%	?	-10%[57.1 µM]	-1%	?	17%
Cc1ccc(S(=O)(=O)N2CCC(C(=O)NC3CCCC3)CC2)cc1Cl	6%	47%[activator]	-11%	1%	-7%[59 µM]	1%	-4%	100µM*	18%
Cc1ccc(N(Cc2ccc(C(=O)NN=C3CCN(C)CC3)cc2)S(C)(=O)=O)cc1C	0%	10%	4%	15%	17%[59 µM]	0%	-8%	-16%	25%
Cc1ccc(Cn2nnc3c(=O)[nH]c(C4CCN(S(=O)(=O)c5ccccc5F)CC4)nc32)cc1	?	?	i	-6%	4%	-27%	-8%	-13%	10%
CCOC(=O)Cn1c(=O)oc2cc(S(=O)(=O)NCCc3ccc(OCC)c(OCC)c3)ccc21	0%	39%[activator]	-5%	5%	-32%	-2%	-3%	-19%	11%
O=C(Nc1cccc(C(F)(F)F)c1)/C(=C\c1ccco1)NC(=O)c1cccs1	?	24%	-4%	10%	23%[59 µM]	-2%	-10%	-15%	5%
COc1cc2c(cc1OC)C(c1cc(OC)c(OC)cc1[N+](=O)[O-])N(C(C)=O)CC2 (centres undefined)	-1%	13%	-4%	-3%	71µM*	-2%	-4%	-4%	35%
C=CCOC(=O)C1=C(C)N=C2SCCC(=O)N2C1c1cccs1 (centres undefined)	3%	-13%	i	0%	-12%[12.7 µM]	-8%	-3%	-8%	23%
O=C(c1cccs1)N1CCN(c2cc(Cl)ccc2Cl)CC1	?	-6%	6%	3%	79%[activator]	10%	-5%	17%	86%[activator]
CCCCNc1nc(Oc2ccc(OCC)nn2)nc(N2CCOCC2)n1	-1%	20%	.	1%	-3%[59 µM]	0%	3%	-8%	46%[activator]
CCCc1cc(C(=O)Nc2cc(Cl)ccc2O)no1	14%	53%[activator]	1%	0%	?	1%	-4%	3%	16%
CCC(Cc1ccccc1)n1c(=S)[nH]c2ccccc2c1=O (centres undefined)	1%	67%[activator]	-3%	4%	129%[activator][59 µM]	-13%	-15%	-11%	32%
Cc1cc(C)c(C)c(S(=O)(=O)N2CCSCC2)c1C	-5%	?	-5%	-1%	32%	9%	-2%	5%	20%
COC(=O)CCC(=O)Nc1ccc(NC(C)=O)cc1	-1%	5%	i	-5%	-7%[59 µM]	10%	-2%	13%[57.1 µM]	34%
